SKBR3 24h inh – SK-BR-3 proliferation inhibitors, primary screen, cell-based, human, 24 h; SK-BR-3 viability, CellTiter-Glo ATP luminescence; hits give low values; viability, % at 10 µM; 41,000 tested, 0.47% active; AID 847, 2007;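 active = viability at or below the median of all test compounds minus 3 SD, in both replicates if run twice, cut at about 45% in these data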;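 also: 100% = median untreated cell wells and 0% = median positive control drug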
The depositor's hits bear a star. Not all compounds are listed; rates above refer to the full screens.

SMILES	SKBR3 24h inh
CCC(NS(=O)(=O)c1ccc(C)cc1)C(=O)Nc1ccc(NC(C)=O)cc1 (stereo not given)	96
Cc1[nH]c(=S)[nH]c(=O)c1CCOc1ccccc1	87
COc1cccc(C2C(C#N)=C(N)OC3=C2C(=O)CC(c2ccco2)C3)c1OCc1ccc(F)cc1 (stereo not given)	73
CCOc1ccc(-n2cc(C(=O)N3CCCCCC3)c3cc(OC)c(OC)cc3c2=O)cc1	65
COc1ccc(CNC(=O)C2CC(=O)N(c3ccc(OCC(=O)N4C(C)CCCC4C)cc3)C2)cc1 (stereo not given)	88
N#CC1=C(N)OC2=C(CCC/C2=C/c2ccoc2)C1c1ccoc1 (stereo not given)	74
CCOC(=O)c1nnn(-c2nonc2-c2ccccc2)c1C	65
COc1ccc(C(=O)Cn2nnc(-c3ccc(N4CCOCC4)cc3)n2)cc1OC	88
Cc1cc(C)n2c(Br)c(CSc3nc4ccccc4o3)nc2n1	71
COc1ccc(NC(=O)CSC2CCCCC2)cc1	114
CCCn1c(SCC(=O)N2CCc3ccccc32)nnc1-c1ccncc1	84
CCn1cc(C(=O)NC2CCCCC2C)c(=O)c2ccc(C)nc21 (stereo not given)	71
CCOC(=O)C1=C(N)Oc2cc(O)ccc2C1c1cccnc1 (stereo not given)	118
O=C(CN1CCOCC1)NCc1ccccc1	87
Cn1c(=O)c2c(nc(CN3CCN(c4ccccc4)CC3)n2Cc2ccccc2F)n(C)c1=O	67
Cc1cnc(C(=O)Nc2nnc(C)s2)cn1	94
CS(=O)(=O)N(CC(=O)NCC1CCCO1)c1ccc(Cl)c(Cl)c1 (stereo not given)	91
CC(NC(=O)Nc1ccccc1O)(C(F)(F)F)C(F)(F)F	97
CCCC(=O)N(Cc1cc2cccc(C)c2[nH]c1=O)c1ccccc1OC	89
Cc1cccc(N2CCN(CC(=O)NCC3CCCCC3)CC2)c1C	94
CCCN(CCC)c1ncnc2c1cnn2-c1ccc(OC)cc1	86
CCOC(=O)Cc1csc(NC(=O)CSc2ncnc3c2cnn3-c2ccc(OC)cc2)n1	88
O=C(CSc1nnc(-c2ccccc2)o1)NC1CCCCC1	100
Cc1cc(=O)n2[nH]c(-c3ccc(Cl)cc3)cc2n1	72
O=C(CSc1nnc2scc(-c3ccc(Cl)cc3)n12)NCc1ccc2c(c1)OCO2	89
COC(=O)c1ccc(Oc2nc(NC(C)C)nc(SC)n2)cc1	87
N#CCSc1nnc(COc2ccc3ccccc3c2)o1	81
C/C(=N\S(=O)(=O)c1ccc(C)cc1)N1CCN(S(=O)(=O)c2ccccc2)C1	110
CC(=O)Nc1cccc(OCC(=O)NS(=O)(=O)c2ccc(Cl)cc2)c1	126
COCC(C)OC(=O)C(C#N)c1nc2ccccc2nc1N1CCN(Cc2ccccc2)CC1 (stereo not given)	89
O=C1NCC2=C1C(c1ccc(Br)cc1)Nc1ccccc1N2 (stereo not given)	108
COc1ccc(-c2nnc(CSc3nc4ccccc4c(=O)n3CC3CCCO3)o2)cc1OC (stereo not given)	63
O=C(Nc1ccccn1)c1ccc(=O)[nH]n1	95
COc1ccc(CC(=O)Nc2c3c(nn2-c2cccc(C)c2C)CS(=O)C3)cc1OC (stereo not given)	67
O=C(c1c(F)cccc1F)N1CCN(c2cccc(C(F)(F)F)c2)CC1	97
CCOC(=O)Cc1c(C)c2ccc(N(CC)CC)cc2oc1=O	75
Cc1c(NC(=O)CSc2nnc(-c3cccc(Cl)c3)o2)c(=O)n(-c2ccccc2)n1C	92
O=C(C1=C(O)C(=O)N(c2ncccn2)C1c1cccc(Cl)c1)c1ccco1 (stereo not given)	113
CCCCCCOC(=O)Sc1nc2ccccc2o1	91
CCCNC(=O)CN(c1ccc(F)c(Cl)c1)S(C)(=O)=O	86

Structures from the list above containing a CF3 group, in the order listed:
SMILES	SKBR3 24h inh
CC(NC(=O)Nc1ccccc1O)(C(F)(F)F)C(F)(F)F	97
O=C(c1c(F)cccc1F)N1CCN(c2cccc(C(F)(F)F)c2)CC1	97

Additional compounds.
SMILES	SKBR3 24h inh
O=C(O)CCSc1nnc(-c2ccccc2)n1-c1ccccc1	76
COC(=O)/C=C(\C)NC(=O)c1cccs1	90
Cc1oc2nc(SCC(=O)NCc3cccnc3)nc(N)c2c1C	101
O=C(NCc1nnc2n1CCCCC2)c1ccc(Cl)cc1Cl	100
Cc1nc2c(o1)CCc1ccccc1C2O (stereo not given)	95
CSc1nc(NC(C)(C)C)nc(Oc2ccc(=O)[nH]n2)n1	96
CCC(=O)c1ccccc1OCCCn1cncn1	87
COc1ccccc1NC(=O)CSc1nc(O)cc(=O)n1-c1ccccc1OC	80
CCOc1ccc(Cl)cc1CSc1n[nH]c(CC)n1	104
CCN(CC)c1ccc(-n2c(C)c(C(C)=O)c(C(C)=O)c2C)cc1	97
CCOC(=O)CCc1n[nH]c(=O)[nH]c1=O	97
CC1(C)C(c2ccccc2)=[N+]([O-])CN1O	99
C#CCNc1cc(C)nc2ncnn12	95
O=C1CNC(=O)/C1=C\N1CCN(C(c2ccccc2)c2ccccc2)CC1	85
CC(=O)Nc1c(C(=O)NCc2ccccc2)nnn1Cc1ccccc1	91
CC1(C)OC(=O)C(=CNc2ccccc2F)C(=O)O1	86
O=C(CN1CCOCC1)Nc1scc(-c2ccccc2)c1C(=O)N1CCOCC1	74
CCOc1ccccc1NS(=O)(=O)c1ccc(Br)s1	77
CCOC(=O)c1c(C)[nH]c(C(=O)OCC(=O)Nc2cc(C)ccc2OC)c1C	70
Cc1nc(NCc2ccco2)[nH]c(=O)c1CCC(C)C	91
CS(=O)(=O)N(CCc1ccccc1)CC(=O)NCc1cccnc1	96
CCOC(=O)c1cc(OC(=O)c2cccs2)n(-c2ccccc2)n1	101
CCOC(=O)c1ccccc1NC(=O)CC1Nc2ccccc2NC1=O (stereo not given)	47
CCc1nccn1S(=O)(=O)c1ccc(C)c(C)c1	104
Cn1c(C(=O)O)c(CC(=O)Nc2ccccc2F)c2ccccc21	30*
CSc1cc(/C=N/O)c(SC)s1	72
COc1ccc2c(C)nc(Nc3nc(C)cc(C)n3)nc2c1	89
Cc1ncsc1CCOC(=O)c1cccnc1	81
CCC1(CC)C(=O)N=C2c3ccccc3C(=O)N21	107
CCN(CC)C(=O)Oc1ccc2c(=O)c(-c3ccccc3)coc2c1	88

Of the compounds above, these contain two or more sulfur atoms:
SMILES	SKBR3 24h inh
CCOC(=O)Cc1csc(NC(=O)CSc2ncnc3c2cnn3-c2ccc(OC)cc2)n1	88
O=C(CSc1nnc2scc(-c3ccc(Cl)cc3)n12)NCc1ccc2c(c1)OCO2	89
C/C(=N\S(=O)(=O)c1ccc(C)cc1)N1CCN(S(=O)(=O)c2ccccc2)C1	110
CCOc1ccccc1NS(=O)(=O)c1ccc(Br)s1	77
CSc1cc(/C=N/O)c(SC)s1	72

New compounds follow.
SMILES	SKBR3 24h inh
CCN(CC)C(=O)CSc1nc2ccc(NC(=O)CSc3nccn3C)cc2s1	93
CC(=O)c1ccc(N2CCN(C(=O)C3CCC3)CC2)cc1	94
COc1ccccc1C1/C(=C(\O)c2ccc3c(c2)OCCO3)C(=O)C(=O)N1CCCN(C)C (stereo not given)	89
Cc1cc(O)cc(O)c1C(=O)Cc1cscn1	111
c1ccc(CSc2nnc(-c3cccs3)n2Cc2ccco2)cc1	72
CCCCOc1ccc(C(=O)NCc2ccco2)cc1	80
COc1ccc(OC)c(C2C(C(=O)c3sc(C)nc3C)=C(O)C(=O)N2CCN2CCOCC2)c1 (stereo not given)	99
c1ccc(CNc2ccc3c(c2)ncn3C2CCCCC2)nc1	96
CCCn1c(SCC(=O)Nc2nonc2C)nnc1-c1ccoc1C	102
N#CC1=C(N)N=C(SCc2ccccc2)C(C(N)=O)C12CCCCC2 (stereo not given)	91
O=C(Nc1ccc2c(c1)OCO2)c1cncc(Br)c1	103
COCCNC(=O)c1c[nH]c2cc(OC)c(OC)cc2c1=O	87
O=C1NC(c2cccs2)C(C(=O)c2ccccc2)C(O)(C(F)(F)F)N1 (stereo not given)	93
CCN(CC)CCNc1ccnc2cc(Cl)ccc12	77
O=C(CN1C(=O)NC2(CCCc3ccccc32)C1=O)N1CCc2ccccc2C1 (stereo not given)	59
COC(=O)C(O)(CC(=O)c1ccc(OC)cc1)C(F)(F)F (stereo not given)	59
CCn1c(CNc2ccc(C)cc2)nnc1SCC(=O)NCc1ccccc1	78
CCC(=O)Nc1nc(OC)cc(OC)n1	92
CC1CCN(S(=O)(=O)c2ccc(NC(=O)Cn3nnc(-c4ccccc4F)n3)cc2)CC1	80
CCOC(=O)c1c(C(F)(F)C(F)(F)C(F)(F)C(F)(F)F)n[nH]c1C	87
CC1Cc2ccccc2N1C(=O)CSc1ncccc1C(=O)O (stereo not given)	104
O=C(Nc1ccc2c(c1)OCO2)c1c(F)cccc1F	102
Cc1nc2sc3c(c2c2nc(-c4ccco4)nn12)CC(C)(C)OC3	103
COc1ccc(-c2nnc3sc(COc4ccc(C)cc4)nn23)cc1	93
CCc1cc(C(=O)Nc2ccccc2)cs1	107
O=C(O)CCCCCN1C(=O)C(=O)/C(=C(/O)c2ccccc2)C1c1ccccc1 (stereo not given)	94
CC1=C(C(=O)Nc2ccccc2)C(c2ccncc2)C(C#N)=C(SCC(=O)NC(C)C)N1 (stereo not given)	100
CC(C)(C)OC(=O)N1CCC[C@H]1c1nnc(SCc2c(F)cccc2Cl)o1	84
Cc1cc(NC(=O)c2ccccc2)sc1C	88
COc1ccc(C(=O)Cn2c(N3CCCCC3)nc3c2c(=O)n(C)c(=O)n3C)cc1OC	65
CCCOc1ccc(S(=O)(=O)NCc2ccc(OC)cc2)cc1	101
O=C(Nc1ccc(S(=O)(=O)N2CCC(C(=O)NC3CCCCC3)CC2)cc1)c1ccco1	91
CCn1nnnc1SCCSc1nnnn1CC	106
CC(OC(=O)c1cccs1)C(=O)NCc1cccs1 (stereo not given)	89
COc1cc(NC(=O)c2cc3sccc3n2C)cc(OC)c1	103
Cc1cc(Nc2ccccc2N2CCOCC2)n2ncnc2n1	84
Cc1cc(C(C)(C)C)oc1C(=O)N1CCN(C(=O)c2oc(C(C)(C)C)cc2C)CC1	75
CN1CCN(c2nc3c(c(=O)[nH]c(=O)n3C)n2CCCSc2ncccn2)CC1	100
CC(C)C(c1nnnn1Cc1ccccc1)N1CCC(C(N)=O)CC1 (stereo not given)	88
CCCCn1c(=O)n(CC(=O)Nc2ccc(C)c(Cl)c2)c(=O)c2c1ncn2Cc1ccco1	97
CCCC(C(=O)NCc1ccco1)N(C(=O)CNS(=O)(=O)c1ccc(Cl)cc1)C1CCCC1 (stereo not given)	70
Cc1ncsc1CCSc1n[nH]c(=O)n1-c1ccccc1	102
CSc1nc2ccc(NS(=O)(=O)c3ccc4c(c3)OCCO4)cc2s1	66
CCOC(=O)c1[nH]nc2c1C(=O)N(Cc1ccccc1)C2=O	75
COCCOC(=O)C1=C(C)NC(=O)NC1c1c(OC)ncnc1OC (stereo not given)	119
Cc1c(C(=O)N2CCOCC2)sc(NC(=O)c2ccc3c(c2)OCO3)c1C#N	95
CCOc1ccc(NC(=O)CSc2nnc(-c3ccccn3)n2N)cc1	88
COC(=O)c1ccccc1NC(=O)NCc1ccco1	87
O=S(=O)(c1ccccc1)N1CCN(C2CCCCCCC2)CC1	75
Cc1ccc(S(=O)(=O)N[C@H](C(=O)N2CCC(C(=O)NCC(=O)O)CC2)C(C)C)cc1	102

Going on with the list:
SMILES	SKBR3 24h inh
O=C(Nc1ccccc1C(=O)N1CCCCC1)C1CCCCC1	106
CCOC(=O)N1CCC(N2CCN(S(=O)(=O)CC)CC2)CC1	84
O=C(c1ccc(Br)cc1)C1CCc2occc2C1=O (stereo not given)	88
CCn1c(SCC(=O)Nc2cc(C)on2)nnc1-c1ccc(S(=O)(=O)N2CCCC2)cc1	93
O=c1nc(N2CCOCC2)nc2n1CCO2	115
O=C(Nc1ccccc1Oc1ccccc1)c1cnccn1	81
Cc1ccc(CN(Cc2cc3cc(C)ccc3[nH]c2=O)C(=O)N2CCOCC2)cc1	74
Cc1ccc(CNc2ccc(N3CCOCC3)c(C(=O)O)c2)s1	79
CC(C)C1CC(c2csc(N)n2)CCO1 (stereo not given)	98
CCOC(=O)c1cccc(NC(=O)CSc2nnc(COc3ccccc3C)o2)c1	98
COc1ccc(OC)c(NC(=O)C2COc3ccccc3O2)c1 (stereo not given)	99
Cc1nnc2n(Cc3ccccc3)c(=O)c3c4c(sc3n12)CCCC4	53
Cc1cc(C)c(S(=O)(=O)N(C)CC(=O)NC2CCCC2)c(C)c1	89
O=C(CSc1nnc2ccccn12)N1CCOCC1	89
C#CCSc1nsc(SCC#C)c1C#N	83
COc1ccc(S(=O)(=O)N2CCn3c2nc2ccccc23)cc1	91
CCCN1CN(Cc2ccccc2)CC2=C1CC(C)(C)CC2=O	90
CCOC(=O)C1=C(C)NC(=O)NC1c1ccc(NC(C)=O)cc1 (stereo not given)	113
O=C(CCSc1nnc2scc(-c3ccccc3)n12)Nc1nc(-c2ccccc2)ns1	80
Clc1ccccc1CSc1nnc(-c2cccnc2)n1Cc1ccco1	78
Cc1oc2c(CN3CCCC3)c(O)ccc2c(=O)c1Oc1ccccc1Br	99
